# Screens deposited in PubChem by several laboratories.
# TRPC6 inh: mouse TRPC6 channel inhibitors, primary screen, cell-based, HEK293, membrane potential dye; Short transient receptor potential channel 6 (Mus musculus), Q61143; ACh-evoked depolarization; active compounds read low; B-score at 10 µM; 1.1% of 310,000 active; AID 2553, 2010;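 active means B-score under library mean minus 3 SD, initial fluorescence not abnormally high, positive integrated signal ratio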;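 further: B-score derived from integrated fluorescence ratio over the kinetic read; more negative B-score means stronger inhibition of depolarization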
# SKKanGAS inh: S. pyogenes SKKanGAS growth inhibitors in kanamycin, primary screen, streptokinase expression inhibitor project, SKKanGAS strain, BacTiter-Glo luminescence; 6 h; 1.3% of 300,000 active; inhibition, % at 7.5 µM;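 active means mean replicate score, as percent of positive control median, at least 50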;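 further: strain carries kanamycin resistance gene driven by streptokinase promoter and grows in 40 µg/ml kanamycin; loss of luminescence reflects streptokinase promoter inhibition or plain growth inhibition; 0% = median of DMSO wells and 100% = positive control at its reference dose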
# MrgX1 antagonist: antagonists of human MrgX1 receptor, primary screen, HEK293 cells, Fluo-4 calcium flux. Mas-related G-protein coupled receptor member X1 (Homo sapiens), Q96LB2. BAM8-22 antagonism; active compounds read low. B-score at 10 µM. 1.3% of 310,000 active. AID 588676, 2011;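 active means calcium-response B-score plate-corrected more than 3 library SD below zero, starting fluorescence within 5 deviations, no agonist response on first addition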;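 further: peak minus trough fluorescence over baseline after final BAM8-22 challenge near maximal dose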
# Target sequence (Q96LB2 whole entry, looked up): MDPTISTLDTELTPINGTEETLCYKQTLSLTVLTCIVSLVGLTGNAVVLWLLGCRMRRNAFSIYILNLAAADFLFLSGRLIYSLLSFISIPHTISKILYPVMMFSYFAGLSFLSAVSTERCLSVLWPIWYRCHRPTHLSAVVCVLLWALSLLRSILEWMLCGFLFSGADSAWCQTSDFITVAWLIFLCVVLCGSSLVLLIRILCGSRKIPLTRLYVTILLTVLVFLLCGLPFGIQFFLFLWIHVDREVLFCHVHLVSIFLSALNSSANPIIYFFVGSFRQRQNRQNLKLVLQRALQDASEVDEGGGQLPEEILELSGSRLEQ
# RGS4 inh: RGS4 inhibitors, primary screen, cell-based, HEK293 M3R inducible RGS4, calcium flux | Regulator of G-protein signaling 4 (Homo sapiens), P49798 | Fluo-4 calcium flux; active compounds read high; triggered by carbachol at its EC20 | B-score at 10 µM | 0.45% of 310,000 active;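 active means B-score, a plate-corrected calcium signal, over three deviations above library mean, with baseline fluorescence within five deviations of library mean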;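 further: RGS4 expression induced by doxycycline in cells with stable M3 receptor; B-score is computed from the integrated fluorescence ratio over baseline after carbachol; higher B-score means a larger calcium signal and so more RGS4 inhibition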
# Target sequence (P49798 whole entry, looked up): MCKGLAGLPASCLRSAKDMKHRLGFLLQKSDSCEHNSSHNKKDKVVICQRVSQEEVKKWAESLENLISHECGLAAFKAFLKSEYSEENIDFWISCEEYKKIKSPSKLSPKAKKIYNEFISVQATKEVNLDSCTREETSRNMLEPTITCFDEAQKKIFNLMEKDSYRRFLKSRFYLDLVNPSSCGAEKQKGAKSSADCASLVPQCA
# TRPC6 activator: mouse TRPC6 channel activators, primary screen, cell-based, HEK293, membrane potential dye; Short transient receptor potential channel 6 (Mus musculus), Q61143; HEK293-TRPC6 membrane potential dye fluorescence; active compounds read high; B-score at 10 µM; 0.13% of 310,000 active;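 active means B-score of the integrated fluorescence ratio above library mean plus 3 SD, and starting fluorescence ratio within library mean plus 5 SD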;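 further: higher score means more depolarization so channel activation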
# HDAC3 inh: HDAC3 deacetylase inhibitors, primary screen, biochemical, fluorescence, cell-free homogeneous. Histone deacetylase 3 (Homo sapiens), O15379. recombinant HDAC3, fluorogenic peptide/trypsin coupled. inhibition, % at 8.3 µM. 0.15% of 320,000 active. AID 2718, 2010; in the data active means inhibition above about 26%, passing the limit was not always enough
# Target sequence (O15379 whole entry, looked up): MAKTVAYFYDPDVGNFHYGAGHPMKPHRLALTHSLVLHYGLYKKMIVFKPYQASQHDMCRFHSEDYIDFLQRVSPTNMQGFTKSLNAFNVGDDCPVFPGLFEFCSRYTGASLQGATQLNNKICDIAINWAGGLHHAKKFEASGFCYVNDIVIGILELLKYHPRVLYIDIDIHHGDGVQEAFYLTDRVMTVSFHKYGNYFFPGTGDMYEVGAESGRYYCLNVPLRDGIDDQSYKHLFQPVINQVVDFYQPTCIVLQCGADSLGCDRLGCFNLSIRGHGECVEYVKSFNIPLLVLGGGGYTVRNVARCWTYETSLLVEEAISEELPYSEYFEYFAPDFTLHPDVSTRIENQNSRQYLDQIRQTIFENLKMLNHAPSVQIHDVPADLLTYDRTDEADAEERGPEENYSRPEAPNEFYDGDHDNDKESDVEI
# MrgX1 agonist: agonists of human MrgX1 receptor, primary screen, HEK293 cells, Fluo-4 calcium flux. B-score at 10 µM. Fluo-4 calcium fluorescence, agonist mode; active compounds read high. Mas-related G-protein coupled receptor member X1 (Homo sapiens), Q96LB2. 0.44% of 310,000 active;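 active means calcium response B-score plate-corrected fluorescence ratio at least 3 library SD, with starting fluorescence B-score inside 5 SD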
#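 Assay system: MrgX1-expressing HEK293 cells / Amount: fifteen thousand cells per well / Doses: test compound in the initial addition of three / Timing: cells plated overnight, dye loaded 0.5 h 37 °C, 0.5 h room temperature / Technique: kinetic calcium dye fluorescence, Fluo-4 NW / Control set: positive and negative controls per plate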
# MrgX1 allo act: positive allosteric modulators of MrgX1, primary screen, HEK293 cells, Fluo-4 calcium flux; Mas-related G-protein coupled receptor member X1 (Homo sapiens), Q96LB2; FDSS; active compounds read high; B-score at 10 µM; 0.63% of 310,000 active; AID 588675, 2011;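 active means plate-corrected calcium response at least 3 library SD above typical, normal starting fluorescence, not activating the receptor alone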;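 further: compound read alongside a low EC10 to EC30 dose of BAM8-22 agonist; peak minus trough fluorescence over baseline measured at the second addition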
# RGS4 act: RGS4 potentiators or activators, primary screen, cell-based, HEK293 M3R inducible RGS4, calcium flux. carbachol calcium flux Fluo4; active compounds read low. B-score at 10 µM. 0.92% of 310,000 active;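 active means B-score of the integrated calcium signal more than 4 SD below the library mean, with starting fluorescence not abnormally high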;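 further: negative B-score means reduced calcium response which marks RGS4 activation or potentiation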
#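 System: HEK293 FlpIn-TREx cells, stable M3R, doxycycline-inducible RGS4. Timing: overnight RGS4 induction, 30 min dye load 37 °C, 20 min compound RT. Also added: carbachol, ECmax concentration. Measured by: Fluo4 fluorescence kinetic imaging of calcium. Evaluation: integrated calcium ratio converted to B score.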
# TMEM16A inh: TMEM16A chloride channel inhibitors, primary screen, cell-based, HTS | Anoctamin-1 (Mus musculus), Q8BHY3 | HEK293 TMEM16A/YFP iodide influx fluorescence, ionomycin | normalized B-score (activity score, 25-100; higher = stronger inhibition) at 10 µM | 1.2% of 310,000 active;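 active means ratio plate-corrected score three or more library SD toward inhibition, starting fluorescence score within five deviations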;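 further: score derived from kinetic fluorescence span divided by baseline fluorescence per well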
# TMEM16A act: TMEM16A chloride channel activators or potentiators, primary screen, cell-based, HTS | Anoctamin-1 (Mus musculus), Q8BHY3 | HEK293 TMEM16A/YFP-H148Q/I152L, iodide quench fluorescence; active compounds read low | B-score at 10 µM | 0.3% of 340,000 active | AID 623877, 2012;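 active means fluorescence-ratio B-score plate-corrected deviation score at least 3 library SD below zero, with starting fluorescence score within 5 deviations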;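 further: channel opened by trigger with iodide after compound preincubation; score built on the fluorescence ratio of max minus min over baseline; more negative score means more quench and so TMEM16A activation or potentiation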
# An asterisk follows results filed as active; i = inactive; · = no result given.
SMILES,TRPC6 inh,SKKanGAS inh,MrgX1 antagonist,RGS4 inh,TRPC6 activator,HDAC3 inh,MrgX1 agonist,MrgX1 allo act,RGS4 act,TMEM16A inh,TMEM16A act
O=C(NCc1ccccc1)c1cccc(F)c1F,i,-11,i,i,i,-3,i,i,i,i,i
OC1(c2cccs2)CN(c2ccc(Br)cc2)C2=[N+]1CCCS2 (stereo not drawn),i,1,i,i,i,-1,i,13*,-7.2*,i,i
O=C(c1cc2c(s1)CCCC2)N1CCN(Cc2ccc3c(c2)OCO3)CC1,i,0,i,i,i,-3,i,i,i,i,i
CCN(CCCNC(=O)CNC(=O)c1nn(-c2ccc(OC)cc2OC)c(=O)c2ccccc12)c1cccc(C)c1,i,3,i,i,i,2,i,i,i,i,i
Cc1c(S(=O)(=O)N2CC(C)CC(C)C2)c(=O)n(C)c(=O)n1C (stereo not drawn),i,-2,i,i,i,6,i,i,i,i,i
CC(=O)Oc1ccc(-c2ccc(C(=O)Nc3cccc(S(=O)(=O)N4CCOCC4)c3)cc2)cc1,i,29,i,i,i,9,i,i,i,i,i
Nc1cccc(S(=O)(=O)c2ccc(N)c(N)c2)c1,i,-6,i,i,i,7,i,i,i,i,i
Cc1nn2c(c1-c1ccccc1)NC1=C(C(=O)CCC1)C2c1ccccc1 (stereo not drawn),i,0,i,i,i,-17,i,i,i,i,i
COc1cccc(N=Nc2c(=O)[nH]n3c(=O)cc(C)[nH]c23)c1,i,13,i,i,i,11,i,i,i,i,-21*
Cc1ccnc(NC(=O)c2ccc(COc3c(F)c(F)cc(F)c3F)o2)c1,i,-5,i,i,i,4,i,i,i,i,i
COc1cc(NC(=O)c2cc([N+](=O)[O-])ccc2NC(=O)CNCc2ccccn2)cc(OC)c1,i,-1,i,i,i,7,i,i,i,i,i
COc1cccc(CNc2nnnn2C)c1OC,i,8,i,i,i,5,i,i,i,i,i
Cc1cccc(OCCCC(=O)NCc2ccco2)c1,i,-8,i,i,i,-5,i,i,i,i,i
CCOc1ccc(NC(=O)CN2C(=O)COc3ccccc32)cc1,i,0,i,i,i,0,i,i,i,i,i
COC(=O)CNC(=O)CSc1nnc2cc(C)c3ccccc3n12,i,-7,i,i,i,-6,i,i,i,i,i
Cc1ccc(C(=O)Nc2nc(N)n(-c3ccccc3)n2)cc1,i,6,i,i,i,-3,i,i,i,i,i
Cc1n[nH]c(=O)nc1Nc1ccc(O)cc1,i,-1,i,i,i,-2,i,i,i,i,i
O=C(c1ccco1)N1CCc2[nH]nc(-c3ccccc3)c2C1,i,5,i,i,i,-3,i,i,i,i,i
CC(=O)Nc1nc(-c2ccc([N+](=O)[O-])cc2)cs1,i,-7,i,i,i,6,i,i,i,i,i
CC(C)(C)OC(=O)NC1CC2CCCC(C1)N2Cc1ccccc1 (stereo not drawn),-5.6*,4,·,i,i,·,·,·,-9.7*,·,i
O=C1c2ccccc2C(=O)N1CCSc1nncs1,i,-4,i,i,i,-6,i,i,i,i,i
CCN1C(=O)C(CC(=O)Nc2ccc(C)cc2C)Nc2cc(S(=O)(=O)N(C)C)ccc21 (stereo not drawn),i,-7,i,i,i,-5,i,i,i,i,i
Cc1cc(NC(=O)Nc2ccc(Cl)cc2)n(-c2ccccc2)n1,i,-16,i,i,i,0,i,i,i,i,i
O=C1Nc2ccccc2O/C1=C\c1ccccc1Br,i,0,i,i,i,-2,i,i,i,i,i
O=c1[nH]c(N2CCOCC2)cc2ccccc12,i,0,i,i,i,-12,i,i,i,i,i
Cc1cc(NC(=O)c2cc(C3CC3)on2)no1,i,-1,i,i,i,1,i,i,i,i,i
COC(=O)C1=C(C(=O)OC)[C@@H]2N(C)c3ccccc3[C@@]23C[C@@H](C(=O)OC)N=C3N1,i,2,i,i,i,-1,i,i,i,i,i
CCOc1ccc(-c2ccc(SC)nn2)cc1,i,32,i,i,i,-9,i,i,i,i,i
CCOC(=O)c1cc(C#N)c(Oc2ccc(F)cc2)nc1-c1ccccc1,i,0,i,i,i,10,i,i,i,i,i
Cc1ccc2c(c1)COc1c3ccc(C(=O)N[C@@H](CO)C(C)C)cc3nn1-2,i,-3,-5.7*,i,i,-14,i,i,i,i,i
CC1CC(=O)c2c(cc3c(-c4c(O)cc(O)c5c(O)c6c(cc45)OC(C)CC6=O)c(O)cc(O)c3c2O)O1 (stereo not drawn),i,107*,-6.8*,i,43*,-1,i,i,i,i,-20*
Cc1nn2c(N)c(C#N)cnc2c1-c1ccccc1,i,6,i,i,i,-1,i,i,i,i,i
CC(C)c1nc(Cl)c(C#N)c2c1CCCC2,i,9,i,i,i,6,i,i,i,i,i
OC(CCN1CCOCC1)(c1ccc(Cl)cc1)C1CCCCC1 (stereo not drawn),-5.7*,3,i,i,i,13,i,6.8*,-9.8*,i,i
Cc1csc(C(=O)O)c1NC(=O)c1c(Cl)cccc1Cl,i,-1,i,i,i,3,i,i,i,i,i
COc1cc(C(=O)Nc2ccc(S(=O)(=O)Nc3cc(C)on3)cc2)cc(OC)c1OC,i,2,i,i,i,-3,i,i,i,i,i
O=C(O)c1ccc2c3c(cccc13)C(=O)N(c1ccccc1)C2=O,i,7,i,i,i,7,i,i,i,i,i
CN(C)S(=O)(=O)c1cccc(C(=O)Nc2ccccc2N2CCCCC2)c1,i,1,i,i,i,5,i,i,i,i,i
COc1ccc(CCN2CC(C(=O)OCC(=O)Nc3c(C)nn(-c4ccccc4)c3C)CC2=O)cc1OC (stereo not drawn),i,-1,i,i,i,5,i,i,i,i,i
Cc1ccc(O)c(C(=O)c2cc(C#N)c(=O)n(C(C)c3ccccc3)c2)c1 (stereo not drawn),i,4,i,i,i,-3,i,i,i,i,i
COc1cccc(Nc2ccc(C(=O)O)cc2N)c1,i,3,i,i,i,-6,i,i,i,i,·
Cc1cccc(C(C)C)c1NC(=O)c1ccc(CN(c2ccccc2)S(=O)(=O)c2ccccc2)cc1,i,10,i,i,i,-2,i,i,i,i,i
Cc1nn2c(-n3ccnc3C)c3c(nc2c1-c1ccccc1)CCC3,i,10,i,i,i,0,i,i,i,i,i
CCCN(CCC)CCNS(=O)(=O)c1ccc2c(c1)CCN2C(=O)C1CCC1,i,1,i,i,i,-1,i,i,i,i,i
Nn1c(SCc2ccc(Br)cc2)nnc1-c1ccncc1,i,0,i,i,i,2,i,i,i,i,i
CCOC(=O)C1=C(CSc2nc3c(cc2C#N)CN(C)CC3)OC(N)=C(C#N)C1c1ccncc1 (stereo not drawn),i,1,i,i,i,-1,i,i,i,i,i
O=C(Nc1cccc(-c2nc3ncccc3o2)c1)c1ccco1,i,-5,i,i,i,2,i,i,i,i,i
COC(=O)C(NS(=O)(=O)c1ccc(N2CCCC2=O)cc1)c1ccccc1 (stereo not drawn),i,-3,i,i,i,0,i,i,i,i,i
Cn1c(=O)[nH]c2c(nc(-c3ccc(Cl)cc3)n2C)c1=O,i,9,i,i,i,-18,i,i,i,i,i
CC(NC(=O)COC(=O)CSCc1ccccc1)c1ccccc1 (stereo not drawn),i,6,i,i,i,6,i,i,i,i,i
# Following part:
SMILES,TRPC6 inh,SKKanGAS inh,MrgX1 antagonist,RGS4 inh,TRPC6 activator,HDAC3 inh,MrgX1 agonist,MrgX1 allo act,RGS4 act,TMEM16A inh,TMEM16A act
Cc1cc(C)c2nc(NC(=O)c3ccco3)sc2c1,i,-12,i,i,i,-5,i,i,i,i,i
Cc1onc(-c2ccccc2Cl)c1C(=O)Nc1nn[nH]n1,·,·,i,·,·,-3,i,i,·,i,i
COc1ccccc1C(=O)NC(=S)Nc1ccc(S(=O)(=O)N2CCN(C)CC2)cc1,i,-12,i,i,i,3,i,i,i,i,i
CCOc1nc(C)cc(C)c1S(=O)(=O)c1cccc(Cl)c1,i,7,i,i,i,0,i,i,i,i,i
O=C1ON=C(c2ccccc2)/C1=C/c1ccc(OS(=O)(=O)c2ccccc2)cc1,·,·,i,·,·,9,i,i,·,i,i
O=C(Cc1cn2ccsc2n1)NCCc1ccc(F)cc1,i,-1,i,i,i,-3,i,i,i,i,-49*
CCN(CC)CCCn1c(=S)[nH]c2cc(C(=O)OC)ccc2c1=O,i,-7,i,i,i,3,i,i,i,i,i
O=C(O)/C=C/C(=O)Nc1ccc(NC(=O)c2ccccc2)c(Cl)c1,i,-4,i,i,i,2,i,i,i,i,i
O=C(Nc1nnc(SCc2ccccc2)s1)c1ccco1,i,4,i,i,i,3,i,i,i,i,i
O=C(CSc1nc2ccccc2c(=O)n1-c1ccc(F)cc1F)c1c[nH]c2ccccc12,i,19,-5.1*,i,i,11,i,i,i,i,i
O=C(O)CSc1nnc(-c2ccncc2)n1C1CCCCC1,i,-1,i,i,i,2,i,i,i,i,i
Cc1cccnc1NC(=O)c1cccc(S(=O)(=O)N2CCCC2)c1,i,-14,i,i,i,-3,i,i,i,i,i
CCc1ccc(-c2cn(C3CCCCC3)c(=S)[nH]2)cc1,i,18,i,i,i,-2,i,i,i,i,i
COc1ccc(-c2nnc(SCC(N)=O)n2N)cc1,i,-8,i,i,i,-1,i,i,i,i,i
CC1CCCN(C(=O)c2cc(N3C(=O)C4C5CCC(C5)C4C3=O)ccc2Cl)C1 (stereo not drawn),i,-4,i,i,i,10,i,i,i,i,·
CCn1cc(Cl)c(C(=O)NNC(=O)CCn2ccc([N+](=O)[O-])n2)n1,i,-6,i,i,i,-1,i,i,i,i,i
O=C1c2ccccc2CN1CCSC(=S)N1CCOCC1,i,-1,i,6.5*,i,0,i,i,i,i,i
O=S(=O)(c1ccc(S(=O)(=O)N(Cc2ccc(F)cc2)C2CCCC2)cc1)N1CCCC1,i,-8,·,i,i,·,·,·,i,·,i
